Compound activity: PubChem, National Center for Advancing Translational Sciences (NCATS)
BRCT PPI green – qHTS Assay for Inhibitors of BRCT-Phosphoprotein Interaction (Green Fluorophore). Breast cancer type 1 susceptibility protein (Homo sapiens), P38398. BRCA1 BRCT-phosphopeptide binding, green fluorescence polarization. Potency, µM (doses to about 76.9 µM), for inactives: at the highest dose activity change, negative = inhibition, hits mostly inhibitors. actives 0.05% (n = 75,000);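 note: potency is the fitted concentration of half-maximal effect; plate controls were peptide without protein for full effect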
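Fluorescence polarization: His-tagged BRCT (~35 kDa BRCA1 C-terminus, 250 nM) bound to 100 nM fluorescein-labeled phosphorylated 10-aa BACH1 peptide, pH 7.3 phosphate buffer with DTT and Tween 20. Compounds incubated 12 min at room temperature; inhibition read as lowered polarization.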
USP2a inh – qHTS Assay for Inhibitors of Ubiquitin-specific Protease USP2a | actives 0.1% (n = 60,000) | USP2a enzymatic assay, qHTS inhibition | Potency, µM (top dose mostly 38.3 µM), for the others: top-dose activity change, negative = inhibition, most hits filed as inhibitors | Ubiquitin carboxyl-terminal hydrolase 2 (Homo sapiens), O75604;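 note: potency is the fitted concentration of half-maximal effect; nearly all actives have a fitted effect of over 60% in size; plate controls were DMSO for no effect and NEM full inhibition control for full effect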
Target sequence (O75604 whole entry, looked up): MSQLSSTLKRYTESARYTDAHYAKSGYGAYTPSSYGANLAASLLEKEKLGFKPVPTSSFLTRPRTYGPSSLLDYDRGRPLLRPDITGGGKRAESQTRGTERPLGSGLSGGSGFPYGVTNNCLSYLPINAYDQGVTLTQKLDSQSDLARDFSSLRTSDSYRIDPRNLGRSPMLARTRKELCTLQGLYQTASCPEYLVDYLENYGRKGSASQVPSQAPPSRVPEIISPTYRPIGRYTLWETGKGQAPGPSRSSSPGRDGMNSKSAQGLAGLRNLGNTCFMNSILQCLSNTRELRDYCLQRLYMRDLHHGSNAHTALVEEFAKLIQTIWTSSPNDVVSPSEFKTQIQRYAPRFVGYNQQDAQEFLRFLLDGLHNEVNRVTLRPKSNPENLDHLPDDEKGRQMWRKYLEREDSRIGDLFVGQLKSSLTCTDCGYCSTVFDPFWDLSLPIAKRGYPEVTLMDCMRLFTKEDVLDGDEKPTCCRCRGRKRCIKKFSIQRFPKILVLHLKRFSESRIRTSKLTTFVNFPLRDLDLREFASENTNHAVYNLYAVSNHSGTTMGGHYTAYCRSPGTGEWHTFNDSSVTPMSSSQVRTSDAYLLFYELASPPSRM
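USP2 core (20 nM final) was preincubated with compound for 30 min at RT in 20 mM Tris-HCl pH 8.0, 2 mM CaCl2, 2 mM beta-mercaptoethanol; Ub-PLA2 (20 nM) plus NBD C6-HPC (20 uM) then added, fluorescence read after 2.5 h.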
CRE Fsk mod – Cell signaling CRE-BLA (Fsk stim) | CHO CRE-bla reporter (cAMP response element driving beta-lactamase), forskolin EC10, beta-lactamase ratio | Potency, µM (highest dose often 38.2 µM), for inactives: at the top dose activity change, negative = inhibition, usual class: activators | actives 2.5% (n = 71,000) | AID 662, 2007; active = well fitted activation curve with a large enough effect in the signal ratio, with a control signal flat, not every such curve was filed as active; inconclusive = small, poorly fitted or top-dose-only effect, or effect the other way, or a change in a side signal; the % refers to the signal ratio; note: potency is the fitted concentration of half-maximal effect; % of control where 0% means no effect
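AC50 values, positive or negative, reflect shifts in EC10 NKH 477-induced CRE-bla reporter activity in CHO cells. Incubation lasted 3 h at 37 °C before CCF4 substrate (2 h, room temperature) and ratiometric 460/530 nm reading.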
Luciferase inh – qHTS Assay for Inhibitors of Firefly Luciferase; actives 2.2% (n = 72,000); Luciferin 4-monooxygenase (Photinus pyralis), P08659; Potency, µM (highest dose often 57.1 µM), without a hit: top-dose activity change, negative = inhibition, actives largely listed as inhibitors; AID 411, 2009; purified firefly luciferase, luminescence, 8 min; note: potency is the fitted concentration of half-maximal effect; % is set by controls: 0 for no effect and ±100 for the full control effect; nearly all actives have a fitted effect of over 40% in size
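qHTS concentration-response profiling: light output of P. pyralis luciferase with luciferin and 10 uM ATP, imidazole buffer pH 7.2. Read by luminescence after 8-min room-temperature incubation.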
Casp1 inh – qHTS Assay for Allosteric/Competitive Inhibitors of Caspase-1. Caspase-1 enzyme, Ac-WEHD-AFC fluorogenic rate. Potency, µM (doses to about 57.5 µM), without a hit: at the top dose activity change, negative = inhibition, hits mostly inhibitors. actives 0.03% (n = 75,000). AID 900, 2007;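 note: potency is the fitted concentration of half-maximal effect; plate controls were vehicle for no effect and no substrate for full effect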
Tau fil binding – qHTS Assay for Tau Filament Binding | Microtubule-associated protein tau (Homo sapiens), P10636 | recombinant tau filaments, thioflavin S fluorescence, 15 h; filaments grown with octadecylsulfate alongside compound | Potency, µM (highest dose often 57.1 µM), without a hit: at the highest dose activity change, negative = inhibition | actives 2% (n = 71,000) | AID 596, 2007;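 note: potency is the fitted concentration of half-maximal effect; % is set by controls: 0 for no effect and ±100 for the full control effect; actives lower thioflavin S fluorescence by blocking filaments or displacing dye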
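Recombinant tau protein (human, 1 uM final) plus 30 uM ODS in HEPES pH 7.4 with NaCl, DTT and thioflavine S. Compound present from the start; fluorescence at 510 nm after 15 h, 37 C.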
HEK293 cAMP cs – qHTS Assay for Agonists of the Thyroid Stimulating Hormone Receptor: Activators of Intracellular cAMP Concentrations in Parental HEK 293. actives 2.5% (n = 73,000). Potency, µM (top dose mostly 57.1 µM), for the others: at the top dose activation, hits mostly activators. parental HEK293 CNG cAMP sensor, membrane potential fluorescence. AID 938, 2007; note: potency is the fitted concentration of half-maximal effect; % of control where 0% means no effect; nearly all actives have a fitted effect of over 55% in size
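Parental HEK 293 cells stably expressing a cAMP-gated CNG channel were loaded with membrane potential dye containing 100 uM RO 20-1724 for 60 min. Compound added for 30 min; depolarization read as fluorescence intensity at 590 nm.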
BRCT inh red – qHTS Assay for Inhibitors of BRCT-Phosphoprotein Interaction (Red Fluorophore) | Breast cancer type 1 susceptibility protein (Homo sapiens), P38398 | BRCT-phosphopeptide binding, red fluorescence polarization | Potency, µM (highest dose often 76.9 µM), inactives show at the highest dose activity change, negative = inhibition, actives largely listed as inhibitors | actives 0.03% (n = 75,000); note: % is set by controls: 0 for no effect and ±100 for the full control effect
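Fluorescence polarization: 100 nM His-tagged BRCA1 BRCT with 100 nM TAMRA-labelled phospho-BACH1 decapeptide, phosphate buffer pH 7.3 with 150 mM NaCl, DTT, 0.01% Tween 20; 12 min RT. Binding inhibition seen as FP decrease.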
ERK AVP block – qHTS Assay for Inhibitors of the ERK Signaling Pathway using a Homogeneous Screening Assay. Potency, µM (top dose mostly 57.5 µM), for inactives: top-dose activity, negative = inhibition, most hits filed as inhibitors. HEK293-V1b, vasopressin-stimulated pERK AlphaScreen. actives 0.99% (n = 72,000). AID 995, 2007; note: potency is the fitted concentration of half-maximal effect; % is set by controls: 0 for no effect and ±100 for the full control effect; nearly all actives have a fitted effect of over 55% in size
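Phosphorylated ERK1/2 detected via AlphaScreen bead proximity in lysates of V1b-expressing HEK293 cells given 25 nM vasopressin for 5 min after 30 min compound exposure (37 °C). AC50 from Hill equation; basal DMSO 0%, vasopressin 100%.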
A350 autofl – qHTS Assay for Spectroscopic Profiling in A350 Spectral Region; Compound autofluorescence, 340/450 nm, Alexa 350 dye-equivalents; stronger effect = higher value; max dye-equivalent concentration, M; actives 11% (n = 59,000); AID 590, 2007; in the data active = max dye-equivalent concentration above about 10 nM; inconclusive = mostly about 1.1 nM to 9.6 nM
Casp7 inh – qHTS Assay for Allosteric/Competitive Inhibitors of Caspase-7; P55210; recombinant caspase-7, Ac-DEVD-AFC fluorescence rate; Potency, µM (top dose mostly 57.5 µM), without a hit: top-dose activity change, negative = inhibition, most hits filed as inhibitors; actives 0.02% (n = 75,000); AID 889, 2007; active = well fitted inhibition curve with a large enough effect in the main read-out, with a control signal flat, not every such curve was filed as active; inconclusive = small, poorly fitted or top-dose-only effect, or a change in a side signal; note: potency is the fitted concentration of half-maximal effect; % of control where 0% means no effect
Target sequence (P55210 24-198 limits assumed): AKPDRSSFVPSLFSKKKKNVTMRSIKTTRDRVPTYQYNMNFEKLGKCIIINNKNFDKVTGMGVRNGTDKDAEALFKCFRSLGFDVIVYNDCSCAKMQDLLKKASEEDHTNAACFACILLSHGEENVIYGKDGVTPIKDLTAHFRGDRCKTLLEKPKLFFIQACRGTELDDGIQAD
Target sequence (P55210 207-303 limits assumed): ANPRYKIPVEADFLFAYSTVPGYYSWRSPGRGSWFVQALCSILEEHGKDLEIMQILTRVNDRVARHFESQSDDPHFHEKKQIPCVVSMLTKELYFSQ
Starred values were filed as active, the others as inactive; i = inactive; ? = inconclusive; / = not tested or not shown; [ ] = dose if it differs, or a comment. Unless noted, calls come from the whole dose curve; as a rule, active = well fitted curve in the direction sought with a large enough effect; inconclusive = small, poorly fitted or top-dose-only effect, or another doubt; inactive = no such curve, though single readings can be large; an effect the other way counts as inactive or inconclusive.

compound	A350 autofl	USP2a inh	Casp7 inh	Luciferase inh	HEK293 cAMP cs	BRCT PPI green	BRCT inh red	Tau fil binding	Casp1 inh	ERK AVP block	CRE Fsk mod
CCOC(=O)CCn1nnc(N)n1	i	1%	0%	1%	6%	-0.4%	-0.2%	-3%	1%	-19%	0%
CCC(C)(C)n1nnnc1C(c1ccccn1)N1CCOCC1 (stereo unspecified)	?	0%	-11%	2%	8%	-2.2%	0.1%	5%	-14%	5%	1%
CCC1=C2CC[C@H]3C(=O)NC(=O)[C@H]3[C@H]2[C@@]2(C)C(=NCC(=O)OC)OC(=O)N2C1=O	/	/	0%	/	/	-2.6%	-0.7%	/	3%	9%	/
Cc1ccc(CNC(=O)CN2C(=O)COc3ccc(C)cc32)cc1	i	1%	0%	-1%	21%	0.3%	-0.2%	-8%	-1%	21%	-19%
CCn1c(NC(=O)c2cccc(Cn3cc(Cl)cn3)c2)nc2ccccc21	/	/	-2%	-9%	?	-2.9%	-0.1%	i	-5%	?	2%
Cn1c(C(=O)N2CCCC(C(=O)NCCCSC3CCCCC3)C2)cc2sccc21 (stereo unspecified)	i	3%	-6%	0%	?	-0.3%	-1.3%	60%	-1%	16µM*	-9%
Cc1cc2c(=O)n(CC(=O)N3CCN(c4ccc(F)cc4)CC3)cnc2s1	i	-3%	-1%	3%	0%	0.7%	-2.5%	-14%	0%	13%	1%
COc1ccc(S(=O)(=O)Cc2ccc(C(=O)N3CCN(c4ccccn4)CC3)o2)cc1	/	/	0%	4%	10%	-2.5%	0.0%	8%	-3%	-10%	9%
Cc1nn(C)c(C)c1S(=O)(=O)Nc1ccc2c(c1)OCO2	i	13%	-1%	2%	-15%	0.0%	-0.3%	12%	-4%	-20%	?
CC(=O)Nc1ccc(C(=O)CSc2nnc(Cn3nnc4ccccc43)n2C)cc1	i	-1%	4%	1%	-4%	-1.7%	-0.6%	-5%	1%	3%	0%
Clc1ccc(-c2nn3c(-c4ccccc4)nnc3s2)cc1	i	40%[activator]	-11%	-2%	?	0.1%	-0.8%	89%	-2%	-6%	?
CCOC(=O)c1sc(NC(=O)CSc2n[nH]c(-c3ccccc3)n2)c(C#N)c1C	1.7e-08M*	45%[activator]	-8%	-4%	?	0.8%	0.6%	?	-5%	?	19%
CC(C)(C)OC(=O)N1CCCC(C(=O)CC#N)C1 (stereo unspecified)	i	27%	-2%	0%	10%	8.1%	-1.3%	-18%	-4%	-12%	5%
CN(CC(=O)Nc1ccc2c(c1)OCCO2)S(=O)(=O)c1ccc(Br)s1	i	-2%	-2%	-2%	11%	-4.9%	-1.1%	-12%	-1%	?	-17%
O=c1[nH]cnc2sc3c(c12)CCCC3	?	22%	-5%	-2%	1%	0.3%	-1.0%	1%	0%	-15%	-4%
NC(N)=N[C@@H]1C(O)[C@H](N=C(N)N)[C@@H](O)C(O)[C@H]1O (stereo partly specified)	i	/	-1%[11.5 µM]	3%[11.4 µM]	-5%[11.4 µM]	-1.4%[15.4 µM]	0.5%[15.4 µM]	8%[11.4 µM]	5%[11.5 µM]	1%[11.5 µM]	7%[7.6 µM]
O=C(C1=C(O)C(=O)N(Cc2ccco2)C1c1cccnc1)c1cc2ccccc2o1 (stereo unspecified)	7.3e-08M*	30%	2%	-6%	10%	3.8%	-13%	153%	0%	?	?
Cc1nn(S(=O)(=O)N2CCCCC2)c(C)c1Br	i	8%	-1%	-1%	15%	-1.9%	-2.0%	-1%	1%	15%	-4%
Nc1nc(SCc2ccc([N+](=O)[O-])cc2)c2ncn([C@@H]3O[C@@H](CO)[C@@H](O)[C@H]3O)c2n1	i	2%	0%	-10%	-18%	3.0%	1.6%	5%	-1%	9%	-4%
CC#CCCC(=O)N1C=Cc2ccccc2C1C#N (stereo unspecified)	i	0%	-3%	-2%	12%	-0.7%	-1.2%	12%	1%	0%	1%

An excerpt from above in order of the CRE Fsk mod value, largest number first.
| canonical_smiles | A350 autofl | USP2a inh | Casp7 inh | Luciferase inh | BRCT PPI green | BRCT inh red | Tau fil binding | Casp1 inh | ERK AVP block | CRE Fsk mod |
| --- | --- | --- | --- | --- | --- | --- | --- | --- | --- | --- |
| CCOC(=O)c1sc(NC(=O)CSc2n[nH]c(-c3ccccc3)n2)c(C#N)c1C | 1.7e-08M* | 45%[activator] | -8% | -4% | 0.8% | 0.6% | ? | -5% | ? | 19% |
| CCC(C)(C)n1nnnc1C(c1ccccn1)N1CCOCC1 (stereo unspecified) | ? | 0% | -11% | 2% | -2.2% | 0.1% | 5% | -14% | 5% | 1% |
| O=c1[nH]cnc2sc3c(c12)CCCC3 | ? | 22% | -5% | -2% | 0.3% | -1.0% | 1% | 0% | -15% | -4% |

Carrying on.
compound	A350 autofl	USP2a inh	Casp7 inh	Luciferase inh	HEK293 cAMP cs	BRCT PPI green	BRCT inh red	Tau fil binding	Casp1 inh	ERK AVP block	CRE Fsk mod
COc1ccc(CN2C(=O)CN=C2Nc2cccc(C)c2C)cc1	i	5%	-1%	-2%	19%	-0.4%	0.8%	-5%	-1%	-8%	5%
COc1cccc(C2CC(c3ccccc3)Nc3ncnn32)c1 (stereo unspecified)	1.7e-08M*	8%	-1%	0%	1%	-1.4%	-0.1%	-6%	-2%	-6%	0%
Cc1ccccc1-c1nc(CS(=O)(=O)CC(=O)Nc2cc(F)ccc2F)c(C)o1	/	/	-6%	1%	?	-0.1%	-0.6%	-8%	-5%	13µM*	-16%
Cc1c(Cl)cccc1NC(=O)c1cc(C2CC2)on1	/	/	-3%	-4%	13%	-3.2%	0.4%	-13%	-1%	13%	-20%
C[N+](C)(C)c1ncnc2c1ncn2[C@@H]1C[C@H](O)[C@@H](CO)O1	i	/	2%[11.5 µM]	3%[11.4 µM]	6%[11.4 µM]	-1.8%[15.4 µM]	0.4%[15.4 µM]	9%[11.4 µM]	-3%[11.5 µM]	-11%[11.5 µM]	-3%[7.6 µM]
O=C(CSc1nc(NS(=O)(=O)c2ccccc2)cc(=O)[nH]1)Nc1ccc(F)cc1	i	-4%	-12%	0%	-11%	-0.9%	0.1%	107%	-5%	17%	-4%
Cc1ccc(S(=O)(=O)NC2CCCC(C(=O)O)C2)cc1 (stereo unspecified)	i	0%	1%	-2%	2%	1.1%	1.1%	7%	0%	-19%	-7%
COc1ccc(/C(O)=C2/C(=O)C(=O)N(Cc3cccnc3)C2c2ccncc2)cc1F (stereo unspecified)	?	-3%	-1%	-1%	6%	0.7%	-1.4%	-2%	-1%	-3%	-2%
Cn1c(NCc2cccs2)nc2ccccc21	i	-8%	-2%	-8%	?	-5.6%	-0.8%	2%	1%	-23%	-4%
C[C@@H]1CC2(OC3C[C@@]4(C)C5=CC[C@H]6C(C)(C)C(O[C@@H]7OC[C@@H](O)[C@H](O)[C@H]7O)CC[C@@]67C[C@@]57CC[C@]4(C)C31)OC(O)C1(C)OC21 (stereo partly specified)	/	/	0%	/	-27%	0.6%	4.4%	482%	-1%	27%	-11%
Cc1cccc(-n2nnc(C(=O)NC3CCCc4ccccc43)c2N)c1 (stereo unspecified)	i	37%[activator]	-1%	-1%	10%	-1.1%	0.0%	-9%	-3%	-1%	?
CC(C)c1ccc(OCC(=O)NCc2ccco2)cc1	i	9%	0%	-12%	8%	-1.4%	0.2%	2%	0%	-8%	7%
c1csc(-c2nnc3ccccn23)c1	?	-3%	0%	3%	4%	0.4%	-1.0%	-5%	0%	-9%	8%
CCOC(=O)c1ccc(Oc2c(C)oc3c(CN4CCN(C)CC4)c(O)ccc3c2=O)cc1	2.7e-06M*	11%	-16%	1%	1%	-1.6%	-1.8%	1%	-14%	-4%	0%
Cc1c(N=Cc2ccc(-c3ccc(Cl)cc3)o2)c(=O)n(-c2ccccc2)n1C	i	2%	-7%	0%	-37%[inhibitor]	-2.1%	1.0%	-9%	0%	0%	-6%
